From PubChem BioAssay
Pf Dd2 inh – blocks in vitro growth of P. falciparum Dd2; P. falciparum Dd2 growth, SYBR Green, 72 h; Potency, µM (titrated, usually from 28.9 µM), for the others: top-dose activity, negative = inhibition, usual class: inhibitors; AID 1347417; 4.3% of 120,000 active; active means well fitted inhibition curve with a large enough effect; inconclusive means small, poorly fitted or top-dose-only effect; inactive means no such curve, though single readings can be large or run the other way;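 further: plate controls were DMSO vehicle for no effect and reference drug for full effect; nearly all actives have a fitted effect of over 65% in size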
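Readout: SYBR Green fluorescence, 485 nm excitation, 535 nm emission, after ~16 h lysis at 37C. Before that, Dd2-infected red cells (2.5% hematocrit) grew 72 h with compound, 29 uM top final concentration.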
The depositor's hits bear a star; i = inactive; ? = inconclusive; & = joins results of further samples; [ ] = remark or other dose. Potency means the concentration at half of the fitted maximal effect. An excerpt; rates above refer to the full screens.

SMILES	Pf Dd2 inh
CCCn1cc(-c2ccnc(NC3CCN(Cc4ccccn4)CC3)n2)c(C)n1	?
CN(Cc1ccccc1)C1CCOC2(CCN(C(=O)c3ccsc3)CC2)C1 (stereo not drawn)	?
N#Cc1ccccc1CN1CCNc2nc(CNc3ccc(F)cc3)n(Cc3ccccc3)c2C1=O	?
CC(C)N1C(=O)C2(CCCC2)C1C(=O)NCc1nc2ccccc2n1C (stereo not drawn)	-17%
CC(C)c1ccc(NC(=O)Cn2cc(S(=O)(=O)Cc3cccc(Cl)c3)c3ccccc32)cc1	?
O=C(NCCCN1CCCCC1)c1[nH]c2ccccc2c1Sc1ccc(Cl)cc1	i
Cc1ccc(CNC(=O)C2CCCN(c3nn4cc(-c5ccc(C)cc5)nc4s3)C2)cc1 (stereo not drawn)	i
COc1cccc(-c2ccc3c(N)c(C(=O)Nc4ccc(C)c(F)c4)sc3n2)c1	5%
Cc1ccc(CNC(=O)CCCCn2c(=O)c3ccccc3n(Cc3ccc(Cl)cc3)c2=O)cc1	i
O=C1OCC2(CCN(Cc3cccc(OC(F)(F)F)c3)C2)N1c1ccncc1 (stereo not drawn)	?

6 entries out of the list, arranged by SMILES length, rising:
SMILES	Pf Dd2 inh
CC(C)N1C(=O)C2(CCCC2)C1C(=O)NCc1nc2ccccc2n1C (stereo not drawn)	-17%
CCCn1cc(-c2ccnc(NC3CCN(Cc4ccccn4)CC3)n2)c(C)n1	?
O=C1OCC2(CCN(Cc3cccc(OC(F)(F)F)c3)C2)N1c1ccncc1 (stereo not drawn)	?
COc1cccc(-c2ccc3c(N)c(C(=O)Nc4ccc(C)c(F)c4)sc3n2)c1	5%
N#Cc1ccccc1CN1CCNc2nc(CNc3ccc(F)cc3)n(Cc3ccccc3)c2C1=O	?
Cc1ccc(CNC(=O)CCCCn2c(=O)c3ccccc3n(Cc3ccc(Cl)cc3)c2=O)cc1	i

Next section:
SMILES	Pf Dd2 inh
COc1ccc2cc1Nc1ccc(cc1)C[C@H](NCc1cccc(O)c1)C(=O)N(C)[C@@H](C(=O)Nc1ccccc1)C2	4.5µM*
COc1ccc(NC(=O)Cn2cnc3sc(C)c(S(=O)(=O)N4CCN(C)CC4)c3c2=O)cc1OC	-12%
Cc1c(Cl)cccc1NC(=O)Nc1cccc(-c2nnc3n2CCCC3)c1	?
COCCn1ncc(N2CCC(C(=O)NCCCN3CCc4ccccc4C3)C2)cc1=O (stereo not drawn)	i
COc1ccc(S(=O)(=O)n2nc(C)c(S(=O)(=O)N3CCC(C)CC3)c2C)cc1OC	26%
CC(=O)N1CCN(C(=O)C[C@@H]2C[C@@H](C(C)C)[C@H](CNC(=O)C3CC3)C=C2C)CC1	i
CCCc1nn2c(=O)cc(COC(=O)c3ccc(NC(=O)C(C)Oc4ccccc4)cc3)nc2s1 (stereo not drawn)	35%[activator]
COc1ccc(CCNC(=O)Cc2c(C)c3c(cc(C)c4c(C)coc43)oc2=O)cc1	11%
COc1ccc2c(c1)CC(C(=O)NCCN1CCN(c3cccc(C)c3C)CC1)CO2 (stereo not drawn)	?
CCOc1ccc(C(=O)N2CCN(c3cc(-c4ccc(Cl)cc4)[nH]n3)CC2)cc1	i
O=C(NCc1ccccc1Cl)c1cc(=O)[nH]c2ccc(S(=O)(=O)N3CCCCC3)cc12	20%
CC(C)Oc1ccc(C(=O)Nc2ccc3oc(-c4ccncc4)nc3c2)cc1	?
COc1ccc(CN2CCCC23Cc2ccccc2CNC3=O)cc1F (stereo not drawn)	?
O=C(NCc1cccnc1)C1CN(S(=O)(=O)c2cccnc2)CC12CCCCC2 (stereo not drawn)	-11%
Cc1ccccc1NC(=O)N1CC(C(=O)N(C)C)C2(CCOCC2)C1 (stereo not drawn)	-10%
COCCc1nc(CNC(=O)c2ccc3nc(C4CCCCC4)oc3c2)no1	12%
O=C(CSc1nnc(-c2ccc([N+](=O)[O-])cc2)o1)Nc1ccccc1	12%
CCN(CC)CC(C)CNC(=O)CN1C(=O)CSc2ccc(S(=O)(=O)N3CCOCC3)cc21 (stereo not drawn)	12%
COc1cc(Cl)ccc1-c1nc(C2CC(=O)N(C3CCCCC3)C2)no1 (stereo not drawn)	21%
O[C@@H]1CCN(Cc2nc(C3(O)CCN(CC4CCCCC4)CC3)cs2)C1	i
CC(C)(C)CC(=O)N1C[C@@H]2C[C@H](C1)c1ccc(NC(=O)c3ccco3)c(=O)n1C2	21%[44.1 µM]
COC(=O)c1c(SC)nc2ccccc2c1OCc1cccc(C)c1	21%
COc1ccc(OCC(=O)Nc2c(C(=O)N3CCN(c4ccccc4)CC3)oc3ccccc23)cc1	11µM*
O=C(c1ccc(F)cc1Cl)N1CCC(n2cc(-c3nc(-c4ccccc4)no3)nn2)C1 (stereo not drawn)	144%[activator]
CCCn1c(C)cnc1CC1CCCN(C(=O)c2ccc(OC)cc2)C1 (stereo not drawn)	?
O=C(NC[C@H]1C[C@@H]2CCN1C[C@@H]2CN1CCOCC1)c1ccc(C(F)(F)F)cc1	?
CS(=O)(=O)N1CCCN(C(=O)CCc2ccccc2)c2ccccc21	6%
CC(C)c1cnc2c(c1SCc1ccc([N+](=O)[O-])cc1)c(=O)n(C)c(=O)n2C	36%[activator]
O=C1Nc2ccccc2OCC12CCN(Cc1ccc(F)cc1)CC2	?
O=C1Nc2ccccc2CC12CCCN2Cc1ccc(Cl)cc1 (stereo not drawn)	6%
O=C(c1ccc2c(c1)N(Cc1ccccc1F)C(=O)c1ccccc1S2(=O)=O)N1CCOCC1	-15%
CCC(=O)Nc1cc(C)c(O)c(-c2nc3ncccc3o2)c1	-1%
C[C@@H](NS(=O)(=O)c1ccc(Cl)cc1)c1onc(-c2ccc(F)cc2)c1C(=O)O	1%[44.1 µM]
COc1ccc(OC)c(NC(=O)c2cc3cc4ccc(C)cc4nc3s2)c1	9%
Cc1ccc(C(=O)N[C@@H]2CN(S(C)(=O)=O)C[C@H]2CN(C)C)cc1C	-7%
Cc1cnc(CN(C)C(=O)C2CCCN(C3CCN(Cc4ccncc4)CC3)C2)[nH]1 (stereo not drawn)	30%
COc1ccc(C(=O)N2CCCC(O)(CN3CCCC3)C2)cc1Cl (stereo not drawn)	?
COc1ccc(C(=O)N2CCC23Cc2ccccc2NC3=O)cc1 (stereo not drawn)	0%[44.1 µM]
CCCn1nc(C)cc1CN(C)C(=O)Cn1nc2n(c1=O)CCC(N)CC2 (stereo not drawn)	32%[activator]
CN(Cc1ccccc1)Cc1cn(C[C@H]2CC3CCN2C[C@@H]3C(=O)NCc2ccccc2)nn1 (stereo partly drawn)	i
COc1cccc(NS(=O)(=O)c2ccc3[nH]cc(C(=O)NC(C)c4ccccc4)c(=O)c3c2)c1 (stereo not drawn)	?
CNC(=O)[C@@H]1C[C@H](n2cc(CNC(=O)Nc3ccc(Cl)cc3)nn2)CN1	-7%
O=C1[C@H]2CN(Cc3ccccc3Br)C[C@H]2C(=O)N1Cc1ccc2c(c1)OCO2	-1%
COCC(=O)N[C@H]1C[C@@H](CO)N(Cc2sccc2C)C1	-21%
CN1C(=O)C(CC(=O)N2CCNCC2)(Cc2ccccc2)c2ccccc21 (stereo not drawn)	-15%
COc1ccc(-c2nc(CC3CCN(C(=O)c4n[nH]c(=O)c5ccccc45)C3)no2)cc1 (stereo not drawn)	?
COCCN1C(=O)[C@@H]2C[C@@H](CN2C)Oc2ccccc21	-14%[44.1 µM]
CC(C)C[C@@H]1N[C@H](C(=O)NCCN(C)C)Cc2cn(Cc3ccccn3)c3cccc1c23	-19%[44.1 µM]
COc1ccc2cc3cc(C(=O)Nc4ccccc4C)oc3nc2c1	?
C#CCN(C)C(=O)[C@@H](C)C1CC[C@@]2(C)Cc3sc(NC(=O)C4CC4)nc3[C@@H](C)[C@@H]2[C@H]1O (stereo partly drawn)	i

Following part.
SMILES	Pf Dd2 inh
COc1ccc(NC(=O)N(C)CC2CCOCC2)cc1F	i
COc1ccc(C[C@H](NC(=O)C2=C[C@@H](NS(=O)(=O)c3cccs3)[C@@H](O)[C@H](O)C2)C(N)=O)cc1	?
COc1ccc(F)cc1C(=O)N1CC[C@@H]2[C@@H](CCC(=O)N2CCN)C1	-11%
O=C(Nc1ccc2c(c1)OCCO2)N1CCC(Cc2nc(-c3ccncc3)n[nH]2)C1 (stereo not drawn)	?
O=C(NC1CCCCCC1)C1CCN(c2cc(C(F)(F)F)ncn2)CC1	-13%
Cc1cnc(-c2ccccc2)n1C1CCCN(C(=O)c2cccn2C)C1 (stereo not drawn)	i
CCCN(C(=O)c1cc2c(=O)oc3ccccc3c2s1)c1cccc(Cl)c1	11%
CC(C)[C@@H]1CN(C(=O)CCn2ccc(=O)[nH]c2=O)C[C@H]1NC(=O)N(C)C	8%
COc1cccc(NC(=O)N[C@H]2CCN(C(=O)C=C(C)C)[C@@H]2C(=O)N(C)CC(N)=O)c1	-16%[44.1 µM]
CN(C)C[C@H]1O[C@@H](CO)[C@@H](O)[C@H]1N(C)CCc1ccccn1	20%[44.1 µM]
COc1cccc(CC(=O)N2Cc3ccccc3OC3(CCN(C)CC3)C2)c1	?
Cc1ccc(C)c(CN2C(=O)c3ccccc3Sc3ccc(C(=O)N4CCC5(CC4)OCCO5)cc32)c1	?
COc1ccc(CCN2CC(C(=O)N3CCC(CO)CC3)CCC2=O)cc1 (stereo not drawn)	?
Cc1[nH]c(-c2ccccc2)nc1C(=O)N1CCn2nc(CCC(=O)O)cc2C1	-8%
CCN(Cc1c(C)nn(CC)c1C)C(=O)Cn1nc2n(c1=O)CCC(N)CC2 (stereo not drawn)	35%[activator]
O=C1NCCC[C@@H]1NC(=O)[C@@H]1CN(C(=O)c2cccs2)CCN1C(=O)c1ccccc1	-13%
Cc1c(F)cccc1NC(=O)N(C)CC1CCOCC1	-20%
CN(C)C[C@@H]1CN(S(C)(=O)=O)C[C@H]1NC(=O)c1ccc(F)cc1F	20%
O=[S+]([O-])(c1ccccc1)N1CCc2nc(C3CC3)nc(-c3ccc(Cl)cc3)c2CC1	-11%
O=C(NCc1ccccc1)C(=O)NCC(c1ccco1)S(=O)(=O)c1ccccc1 (stereo not drawn)	13%
COc1ccc(C(=O)N2C[C@@H]3OCC(=O)N(CC4CC4)[C@@H]3C2)cc1	8%[44.1 µM]
CO[C@H]1C(=O)N(C(C)C)[C@H]1C1CCN(C(=O)c2ccc(C)nc2)CC1	5%
CC(C)NC(=O)CCC[C@@H]1[C@H]2CCCN3CCC[C@@H](CN1Cc1ccccc1)[C@@H]23	i
CN1CCC(CN2CCC3(CC2)OCCN(c2ccc(F)cc2)C3=O)CC1	i
COCC(=O)N(C1CCOCC1)C1CCN(C(=O)c2ccc(OC)c(F)c2)CC1	20%
CC(NC(=O)C1CN(c2ccc(Cl)cc2)C(=O)N1)c1ccc(F)cc1 (stereo not drawn)	i
O=C(c1ccc2ccccc2n1)N1CCc2nnc(CCc3ccccc3)n2CC1	-13%
COC(=O)CC[C@H]1CNC(=O)[C@@H]2[C@@H](CCN2S(C)(=O)=O)N1C	-19%[44.1 µM]
Cc1nc(C2(C)CCN(C(=O)c3cnccn3)CC2)no1	52%[activator]
Cc1ccccc1CN1CCc2nc(N3CCN(c4ncccn4)CC3)ncc2C1	8.9µM*
O=C(NC1CCNCC1)C1CCN(c2nc(-c3ccccc3)nc3c2CCC3)CC1	-11%
CN1CCCCC1COc1ccc2c(n1)CN(Cc1ccccc1F)C(=O)CO2 (stereo not drawn)	?
Cc1cccc(N2CCN(C(=O)C3CCN(Cc4nc(-c5ccc(Cl)cc5)oc4C)CC3)CC2)c1C	21%
O=C(Nc1ccc(Cl)cc1)C1CCN(c2nc3ccccc3n3cccc23)CC1	5%
O=C(NCc1ccccc1Cl)C1CCCN(C(=O)c2cnn(-c3ccccc3)c2-n2cccc2)C1 (stereo not drawn)	-4%
O=S(=O)(c1ccccc1)c1nc(-c2ccccc2F)oc1N1CCOCC1	23%
CC(C)CCN1CCC(O)(c2csc(CN(C)Cc3cccnc3)n2)CC1	-11%[44.1 µM]
Cc1nnc2n1CCC(N(C)C(=O)c1ccc3ccccc3n1)CC2 (stereo not drawn)	10%
CN(C)Cc1nnc(C2CC(NC(=O)c3n[nH]c4c3CCCC4)C2)n1C (stereo not drawn)	-9%&-8%
O=C1CCCN1CC(=O)N1CCC[C@H](n2c(=O)n(CC3CC3)c3cccnc32)C1	13%
COc1cc(-c2noc(-c3ccc(N4CCCCC4)c([N+](=O)[O-])c3)n2)cc(OC)c1OC	71%[activator]
COc1cc(C(=O)N(Cc2ccc(N(C)C)cc2)CC2CCCO2)cc(OC)c1OC (stereo not drawn)	-18%
Cc1ccc(Cl)cc1N1CCN(S(=O)(=O)c2ccc3c(c2)CC(=O)N3C)CC1	5%
CCOc1ccc(NC(=O)Cn2cc(C(=O)c3ccc(CC)cc3)c(=O)c3cc(OC)c(OC)cc32)cc1	-7%
Cc1cccc(N2CCN(S(=O)(=O)c3cc(Br)cc4c3N(C(=O)C3CC3)CC4)CC2C)c1 (stereo not drawn)	11µM*
CNC(=O)[C@@H]1CN(C(=O)CCc2nc3ccccc3s2)C[C@H]1c1nc(C)no1	8%

Rewritten field by field: part of the list above.
> CC(C)C[C@@H]1N[C@H](C(=O)NCCN(C)C)Cc2cn(Cc3ccccn3)c3cccc1c23
  Pf Dd2 inh: -19%[44.1 µM]

> COc1ccc2cc3cc(C(=O)Nc4ccccc4C)oc3nc2c1
  Pf Dd2 inh: ?

> C#CCN(C)C(=O)[C@@H](C)C1CC[C@@]2(C)Cc3sc(NC(=O)C4CC4)nc3[C@@H](C)[C@@H]2[C@H]1O (stereo partly drawn)
  Pf Dd2 inh: i

> COc1ccc(NC(=O)N(C)CC2CCOCC2)cc1F
  Pf Dd2 inh: i
